# MT1-MMP act inh – blocks activation of human MT1-MMP. P50281. HT1080 RFP-PRO-GFP cells, GFP/RFP ratio fluorescence, overnight; percent of plate control window, DMSO zero. GFP/RFP ratio change, % at 20 µM. hit rate 0.061% among 360,000;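 active = GFP/RFP ratio change of at least 30% with cell ATP level not reduced by more than half and red fluorescence within 50% of control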; note: strong numbers were not always called active
#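 Assay system: RFP-PRO-GFP reporter HT1080 cells; read-out basis: GFP/RFP fluorescence ratio; benchmarks: DMSO wells and RFP-L50D-GFP cells; doses: 20 µM single dose, 1% DMSO; schedule: overnight cell settling, then overnight compound exposure, 37 °C, 5% CO2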
# Neddyl block – inhibitors of human cullin neddylation; calls only at 25 µM; TR-FRET cullin neddylation, biochemical; hit rate 0.58% among 360,000; P61081+Q13564; AID 651699; in the data active = inhibition above about 36%
# Target sequence (P61081 whole entry, looked up): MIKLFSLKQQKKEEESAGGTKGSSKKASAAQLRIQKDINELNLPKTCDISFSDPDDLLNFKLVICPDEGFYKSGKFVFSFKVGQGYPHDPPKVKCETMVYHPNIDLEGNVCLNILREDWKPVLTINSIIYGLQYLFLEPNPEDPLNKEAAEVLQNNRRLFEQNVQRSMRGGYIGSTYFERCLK
# Target sequence (Q13564 whole entry, looked up): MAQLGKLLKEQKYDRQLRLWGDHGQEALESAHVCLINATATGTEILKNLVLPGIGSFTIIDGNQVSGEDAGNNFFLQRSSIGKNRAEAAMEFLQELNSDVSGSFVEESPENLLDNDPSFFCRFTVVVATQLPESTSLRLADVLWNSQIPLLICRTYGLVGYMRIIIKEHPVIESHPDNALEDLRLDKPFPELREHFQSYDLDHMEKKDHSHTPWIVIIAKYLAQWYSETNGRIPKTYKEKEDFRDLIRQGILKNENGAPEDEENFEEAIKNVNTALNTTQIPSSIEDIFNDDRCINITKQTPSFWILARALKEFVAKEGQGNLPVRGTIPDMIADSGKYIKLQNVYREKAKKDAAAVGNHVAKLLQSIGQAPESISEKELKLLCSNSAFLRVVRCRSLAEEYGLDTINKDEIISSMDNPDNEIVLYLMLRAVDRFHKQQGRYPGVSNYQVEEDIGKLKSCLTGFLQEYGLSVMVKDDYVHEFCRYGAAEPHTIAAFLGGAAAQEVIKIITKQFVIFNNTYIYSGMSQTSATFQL
# Rin1-Abl PPI inh – blocks binding of human Rin1 to Abl; P00519+Q13671; TR-FRET Rin1/Abl binding, biochemical; inhibition, % at 7.35 µM; hit rate 0.4% among 360,000; AID 588664; in the data active = inhibition above about 5%, passing the limit was not always enough
# MsrA inh – bovine MsrA inhibition. AID 651718. hit rate 0.75% among 360,000. inhibition, % at 15.5 µM. purified bovine MsrA, absorbance read-out; in the data active = inhibition above about 4.5%;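 note: 0% = vehicle wells with enzyme and 100% = reference inhibitor wells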
# SKN-1 block – blocks SKN-1 activity in C. elegans; inhibition, % at 21.8 µM; hit rate 0.49% among 360,000; C. elegans VP596 Pgst-4::GFP/RFP ratio, acrylamide-induced, 24 h;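 active = interference check ratio from 0.5 to 1.5 plus GFP to RFP signal ratio inhibition reaching or exceeding a fixed threshold, cut at about 30% in these data, passing the limit was not always enough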; note: some compounds called inactive have numbers as strong as hits
# bovine MsrA act – activators of bovine methionine sulfoxide reductase A; purified bovine MsrA, absorbance read-out; activation, % at 10.6 µM; hit rate 0.3% among 360,000; in the data active = activation above about 7.5%;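 note: 0% = vehicle and 100% = reference activator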
# CendR NRP1 mod – alters CendR peptide binding to human NRP-1. O14786. FAM-RPARPAR peptide binding to NRP-1, fluorescence polarization. inhibition, % at 25 µM. hit rate 0.85% among 360,000;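 active = inhibition or corrected inhibition above about 18%, plus a signal ratio from 0.5 to 1.5, limit read from the data, passing the limit was not always enough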; note: strong numbers were not always called active
# FAS TE block – blocks the thioesterase domain of human fatty acid synthase. P49327. recombinant FAS-TE, OMFH fluorogenic substrate, fluorescence endpoint. inhibition, % at 15 µM. hit rate 0.67% among 360,000;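 active = compounds whose normalised, plate-corrected inhibition of enzyme fluorescence in the single-dose primary screen is 50% or more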;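 note: 0% = DMSO with enzyme and 100% = substrate without enzyme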
# E coli Lon inh – E. coli protease La inhibition; inhibition, % at 7.94 µM; purified E. coli Lon protease, fluorescence polarization; P0A9M0; AID 602123; hit rate 0.42% among 360,000; in the data active = inhibition above about 13%, passing the limit was not always enough;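 note: 0% = enzyme with probe and DMSO and 100% = no enzyme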
# The depositor's hits bear a star; i = inactive; · = no result given.
SMILES,MT1-MMP act inh,Neddyl block,Rin1-Abl PPI inh,MsrA inh,SKN-1 block,bovine MsrA act,CendR NRP1 mod,FAS TE block,E coli Lon inh
COCC(=O)Nc1c(I)c(C(=O)NCC(O)CO)c(I)c(C(=O)N(C)CC(O)CO)c1I (stereo not drawn),0,i,-2,-1.7,21,-1,-11,2,-8
COc1ccc(CNC(=O)COC(=O)C(CCSC)N2C(=O)c3ccccc3C2=O)cc1 (stereo not drawn),-3,i,3,0.0,-1,-7,2,-8,-3
COc1ccc(Cl)cc1NC(=O)CN(C)C(=O)c1cn2ccccc2n1,-2,i,1,0.2,5,-1,-10,-1,-14
CS(=O)(=O)Nc1ccc(C(=O)Nc2ccccc2-c2ccccc2)cc1,-1,i,0,-1.1,15,-3,27*,-5,3
CC(Oc1ccc2c3c(c(=O)oc2c1)CCC3)C(=O)NCCCn1ccnc1 (stereo not drawn),0,i,-3,0.7,6,-2,11,-6,-11
CC(C)c1ccc(C(=O)NC2=NCCS2)cc1,3,i,1,0.8,6,7,5,-10,-5
COCCn1c(=NC(=O)CSCC(=O)Nc2cc(C)on2)sc2cc(C(=O)OC)ccc21,-1,i,5,3.6,-4,-2,0,-2,-12
O=C(NCc1nnc(SC/C=C/c2ccccc2)o1)c1ccco1,0,i,-1,0.2,4,-9,3,-12,-2
CCOC(=O)N1CCN(C(=O)C2CCN(S(=O)(=O)c3ccc(F)cc3)CC2)CC1,4,i,2,0.7,4,0,13,-3,-2
COc1ccccc1C(=O)Nc1nnc(S(=O)(=O)N2CCOCC2)s1,-1,i,-4,1.6,2,-2,12,-6,-1
CCOc1ccc(NC(=O)C2CCN(S(=O)(=O)c3ccc4c(c3)N(C(C)=O)CCO4)CC2)cc1,5,i,0,1.1,6,-2,2,-1,-6
COc1ccccc1C(=O)NCC(=O)NNC(=O)c1cccs1,0,i,-2,-0.8,8,-1,-3,-4,-11
COc1ccc(S(=O)(=O)N2CCCCC2)cc1NC(=O)c1ccco1,4,i,-1,-1.0,-9,-3,2,-5,14
Cn1c(=O)[nH]c(=O)c2c1nc(N1CCCC1)n2CCCSc1nnnn1-c1ccccc1,-1,i,-1,-0.3,-6,-2,-13,-6,11
COc1ccc(S(=O)(=O)N2CCN(C(=O)c3cccnc3)CC2)cc1OC,1,i,2,-0.6,20,2,-13,-5,8
Cc1ccc(S(=O)(=O)N(C)CC(=O)OCC(=O)N2CCN(c3ccccc3)CC2)cc1,3,i,-1,0.5,1,-2,9,-1,2
Nc1nonc1-n1nnc(C(=O)N/N=C/c2ccncc2)c1-c1cccs1,-7,i,-1,2.2,0,3,8,-9,-6
COc1ccc(NC(=O)CSc2nccn2-c2ccccc2)c(OC)c1,1,i,-2,-0.2,18,-4,26*,0,6
COC(=O)c1cccc(S(=O)(=O)N2CCCCC2)c1,0,i,1,0.0,5,-4,-13,-4,5
O=C(CSc1nnc2n(C3CCCCC3)c(=O)c3ccccc3n12)OC1CCCCC1,3,i,0,-0.8,-3,-3,6,8,-9
O=C(Cn1cnc2c(nnn2-c2cccc(F)c2)c1=O)Nc1ccc2c(c1)OCCO2,0,i,1,0.1,14,-3,1,-2,6
Cc1occc1-c1nc(-c2ccncc2)no1,5,i,1,-0.3,4,-2,-4,-8,-1
CCCC(c1nnnn1CC1CCCO1)N1CCN(c2ccccc2)CC1 (stereo not drawn),4,i,-3,1.0,-3,-2,3,1,-9
CCCCOc1ccc(C(C)NC(=O)CCS(=O)(=O)Cc2ccccc2Cl)cc1 (stereo not drawn),2,i,-2,0.5,6,0,20,2,-13
CN(C)c1cc[n+](CC(=O)c2ccc(OC(F)F)cc2)cc1,5,i,2,1.9,4,-1,-2,-3,1
Cc1csc(=Nc2ccccc2)n1CCO,-1,i,1,0.5,5,-5,-3,-7,-3
Cc1ccc(CNC(=O)Cn2ccc3cc(S(=O)(=O)N4CCCC4)ccc32)o1,2,i,5,0.8,6,-5,1,-4,7
CCCCNC(=O)[C@H](Cc1c[nH]c2ccccc12)NC(=O)c1ccccc1Cl,1,i,-2,0.7,-3,-10,10,9,-6
COc1ccc(NC(=O)CN(C)C(=O)CCNC(=O)c2ccccc2OC)cc1,2,i,-2,-0.4,1,-9,4,-4,-11
CCC(C)(C)n1nnnc1C(c1cc(OC)ccc1OC)N1CCC(C(N)=O)CC1 (stereo not drawn),0,i,0,-1.9,14,-11,11,-10,0
CCOC(=O)N1CCC(NC(=O)c2cnn3c2NC(c2ccco2)CC3C(F)(F)F)CC1 (stereo not drawn),-26,i,-1,-0.4,23,-3,-104,-14,-50
COC(=O)c1c(CCl)noc1C(=O)NC(C)C,11,i,4,-1.4,0,-3,29*,-7,2
Cc1ccc(NS(=O)(=O)c2cccc(C(=O)NCCc3c[nH]c4ccccc34)c2)c(C)c1,-2,i,2,-0.5,0,-3,0,27,5
Cc1ccc(C)c(NC(=O)COC(=O)c2cccc3c2C(=O)c2ccccc2C3=O)c1,2,i,-4,-0.3,11,1,-8,16,10
CC(=O)Nc1cc2nc(C)n(Cc3ccc([N+](=O)[O-])cc3)c2nc1C,-2,i,-4,-0.4,16,-2,-2,-3,3
CCOc1ccc(-n2c(=O)c3sccc3n(Cc3cccc([N+](=O)[O-])c3)c2=O)cc1,1,i,-6,1.9,-1,-5,3,42,-2
COc1ccc(C2=Nc3ccccc3N(C(=O)c3ccc(C)cc3)C2C(=O)Nc2c(C)cccc2C)cc1 (stereo not drawn),-12,i,·,1.5,2,·,-4,·,·
CN(c1ccccc1)S(=O)(=O)c1cccc(NC(=O)c2ccc(=O)[nH]c2)c1,5,i,1,0.0,-6,-4,0,1,-2
O=CNc1ccc2c(c1)Cc1cccc(NC=O)c1-2,4,i,0,-0.6,3,-2,10,-1,-3
CCOC(=O)c1c(N)sc(C(O)(C(F)(F)F)C(F)(F)F)c1-c1ccccc1,-1,i,1,0.6,8,-5,-1,18,-3
O=C(CCNS(=O)(=O)c1cccs1)NC1CCN(Cc2ccccc2)CC1,0,i,5,2.0,1,-4,2,-2,-5
CSc1ccccc1C(=O)N1CCC(CCC(=O)NCc2ccc(F)cc2)CC1,4,i,1,-0.9,-4,-2,31*,-8,-1
COc1ccc(C(=O)N/N=C(\C)Cn2nc([N+](=O)[O-])cc2C)cc1,-3,i,4,-0.1,-41,-11,5,-3,-3
CC1CC(Nc2ccccc2)c2ccccc2N1C(=O)c1ccccc1F (stereo not drawn),-7,i,0,-0.9,18,-2,2,-2,-5
O=C(Nc1ccccc1Cc1ccccc1)c1oc2ccccc2c1COc1ccccc1,-8,i,-1,0.1,-9,-14,4,22,-7
CCOC(=O)N1CCN(C(=O)c2ccc(CNS(=O)(=O)c3ccc(OC)cc3)cc2)CC1,1,i,3,-1.8,-16,-11,-12,-13,-9
COCCCN(CC(=O)O)S(=O)(=O)c1ccccc1,1,i,2,0.3,8,-5,2,-9,-4
Cc1ccc(-n2c(SCC(=O)NCc3ccco3)nc3sc4c(c3c2=O)CC(C)(C)SC4)cc1,-3,i,-21,3.9,-1,-5,15,3,-4
O=C(COC(=O)c1cc([N+](=O)[O-])ccc1N1CCOCC1)NCc1ccc(F)cc1,-3,i,4,0.4,-4,-11,9,88*,-6
COc1ccc(/C(O)=C/C(=O)C(=O)Nc2c(C)n(C)n(-c3ccccc3)c2=O)cc1,0,i,-3,1.2,-14,-6,-8,-8,4
O=C(Nc1ccccc1[N+](=O)[O-])OCC=Cc1ccccc1,3,i,-2,0.1,29,-3,13,55*,-7
COc1ccc(C2c3sc(=O)[nH]c3SC3C4CCC(C4)C23)cc1 (stereo not drawn),-2,i,0,-0.4,19,-1,8,8,4
COc1ccc(OCCN2CCN(C(=O)c3ccc(OC)cc3)CC2)cc1,-1,i,2,0.7,5,-5,2,-3,-8
CCN(CC)c1ccc(NC(=O)CSc2ccsc2[N+](=O)[O-])c(C)c1,-5,i,-2,-0.5,-1,3,14,3,3
CC1CCCN(S(=O)(=O)c2ccc(CN3C(=O)c4cccnc4C3=O)cc2)C1 (stereo not drawn),1,i,3,-0.2,-10,-10,-2,2,-2
COc1ccc(S(=O)(=O)Nc2ccc(F)cc2)cc1N(C)S(=O)(=O)c1ccc(Cl)cc1,-2,i,-1,-0.2,-4,-1,1,38,16*
Cc1cccc(OCC(O)Cn2c(NCCCOC(C)C)nc3c2c(=O)[nH]c(=O)n3C)c1 (stereo not drawn),-5,i,-3,-0.4,-4,-2,12,-5,4
Nc1nnc2cc(Cl)ccc2n1,-2,i,-6,0.5,-9,-7,9,-12,-6
CCCSc1ccc(-c2nn(-c3ccccc3)cc2/C=C(/C#N)C(=O)NCCCOC)cc1,4,·,-3,-1.4,-5,0,-3,9,-7
CCOc1ccc(NN=C(C(=O)OC)C(=O)OC)c([N+](=O)[O-])c1,7,i,-1,-0.2,2,1,0,-1,5

# Another view of some results above.
smiles | MT1-MMP act inh | Neddyl block | Rin1-Abl PPI inh | MsrA inh | SKN-1 block | bovine MsrA act | CendR NRP1 mod | FAS TE block | E coli Lon inh
COc1ccc(OCCN2CCN(C(=O)c3ccc(OC)cc3)CC2)cc1 | -1 | i | 2 | 0.7 | 5 | -5 | 2 | -3 | -8
CCN(CC)c1ccc(NC(=O)CSc2ccsc2[N+](=O)[O-])c(C)c1 | -5 | i | -2 | -0.5 | -1 | 3 | 14 | 3 | 3

# (listing goes on)
SMILES,MT1-MMP act inh,Neddyl block,Rin1-Abl PPI inh,MsrA inh,SKN-1 block,bovine MsrA act,CendR NRP1 mod,FAS TE block,E coli Lon inh
CCc1ccc2oc(C(=O)N3CCN(c4ccc(OC)cc4)CC3)cc(=O)c2c1,5,i,-3,0.2,-21,-9,-5,4,7
O=C(/C=C/c1ccccc1)NC1CCSC1=O (stereo not drawn),-1,i,-2,-0.6,18,-2,21,-12,-2
COc1ccc(C(=O)COC(=O)c2cc(=O)c3ccccc3o2)c(OC)c1,3,i,1,-0.6,0,-7,-9,-4,-5
O=C(c1ccccn1)c1ncc(C(F)(F)F)cc1Cl,3,i,1,0.1,-1,-5,-9,-11,-6
Cn1c(C(=O)Nc2ccc3c(c2)OCO3)cc2c(=O)n(C)c3ccccc3c21,4,·,-3,0.4,-2,-2,-6,0,-4
O=C(NC(=S)Nc1ccc(NC(=O)c2ccco2)cc1)c1ccccc1,-2,i,0,-0.7,-10,-4,3,-6,0
O=C(NC1CC1)C(Cl)c1ccccc1 (stereo not drawn),-2,i,0,-0.2,15,-3,4,-7,4
CCN1CCN(CC(=O)N/N=C/c2cc(Br)cs2)CC1,0,i,-3,1.8,4,-6,3,-9,6
CCn1c(-c2cccn(Cc3ccccc3)c2=O)n[nH]c1=S,2,i,0,0.8,-7,-9,0,-8,-4
CC1CCC2(CC1)NC(=O)N(CC(=O)NC1(C#N)CCCCC1)C2=O (stereo not drawn),2,i,1,-0.7,3,-5,0,-4,4
CC1CC(C)CN(C(=O)COC(=O)C2CCN(S(=O)(=O)c3ccc4c(c3)OCCO4)CC2)C1 (stereo not drawn),0,i,0,0.5,-6,-7,0,5,-1
COCC(COS(N)(=O)=O)C(C)C (stereo not drawn),10,i,0,0.1,3,-2,16,-9,2
Cc1ccccc1Cn1cc(NC(=O)c2cc(C3CC3)on2)cn1,-4,i,-2,0.3,0,-4,-8,2,-3

# Some of these compounds in order of their number in SKN-1 block, ascending.
SMILES	SKN-1 block
O=C(NC(=S)Nc1ccc(NC(=O)c2ccco2)cc1)c1ccccc1	-10
CCn1c(-c2cccn(Cc3ccccc3)c2=O)n[nH]c1=S	-7
CC1CC(C)CN(C(=O)COC(=O)C2CCN(S(=O)(=O)c3ccc4c(c3)OCCO4)CC2)C1 (stereo not drawn)	-6
Cn1c(C(=O)Nc2ccc3c(c2)OCO3)cc2c(=O)n(C)c3ccccc3c21	-2
O=C(c1ccccn1)c1ncc(C(F)(F)F)cc1Cl	-1
COc1ccc(C(=O)COC(=O)c2cc(=O)c3ccccc3o2)c(OC)c1	0
CC1CCC2(CC1)NC(=O)N(CC(=O)NC1(C#N)CCCCC1)C2=O (stereo not drawn)	3

# Bioassay records: PubChem, several laboratories
